Assay outcomes (PubChem)
E coli WT exp: growth inhibitors of wild-type E. coli, primary screen, strain BW25113, expanded library, OD600. OD600 absorbance. growth inhibition, % at 100 µM. hit rate 0.15% among 98,000. AID 710, 2007;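 active = growth inhibition above about 50% at one test dose, limit read from the data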;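 also: growth measured after 20 h incubation at 37 °C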
S1P2 blocker: human S1P2 receptor antagonists, primary screen, cell-based; hit rate 0.21% among 97,000; inhibition, % at 5 µM; Sphingosine 1-phosphate receptor 2 (Homo sapiens), O95136; cell-based S1P2 antagonist assay, inhibition at 5 uM; AID 736, 2007; in the data active = inhibition above about 45%;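 also: CRE beta-lactamase reporter cells expressing human S1P2 stimulated with S1P; 0% = agonist at EC80 alone and 100% = agonist plus reference antagonist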
Target sequence (O95136 whole entry, looked up): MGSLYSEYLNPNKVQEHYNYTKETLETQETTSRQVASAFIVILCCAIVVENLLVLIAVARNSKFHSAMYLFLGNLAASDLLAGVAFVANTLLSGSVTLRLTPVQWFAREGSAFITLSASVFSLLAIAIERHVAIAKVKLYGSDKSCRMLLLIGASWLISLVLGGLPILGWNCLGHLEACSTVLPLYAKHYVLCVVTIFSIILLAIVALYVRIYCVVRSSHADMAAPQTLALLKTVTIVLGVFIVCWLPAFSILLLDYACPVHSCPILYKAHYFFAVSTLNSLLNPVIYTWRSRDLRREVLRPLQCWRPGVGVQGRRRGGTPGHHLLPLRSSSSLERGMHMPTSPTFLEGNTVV
PLAP activator: PLAP enzyme activators, biochemical, luminescence, HTS | activation fold at 20 µM | hit rate 1.2% among 96,000 | purified PLAP enzyme, luminescent substrate read-out; hits give high values | Alkaline phosphatase, placental type (Homo sapiens), P05187; in the data active = activation fold above about 2
sEH inh: soluble epoxide hydrolase inhibitors, primary screen, biochemical, human sEH; inhibition, % at 2 µM; hit rate 0.34% among 91,000; recombinant human sEH enzymatic activity assay; in the data active = inhibition above about 80%; also: values of inactives mirror those of a sister screen read the other way; many of its hits are not listed in these tables
PostGolgi ctrl: growth inhibition of yeast control strain, primary screen, counter-screen for post-Golgi transport modulator project; efflux-deficient yeast background strain, growth absorbance A615, 16 h; inhibition, % at 10 µM; hit rate 5% among 98,000
sEH activator: soluble epoxide hydrolase activators, primary screen, biochemical, human sEH; Bifunctional epoxide hydrolase 2 (Homo sapiens), P34913; purified human sEH enzymatic activity, activator screen; hit rate 0.04% among 91,000; activation, % at 2 µM; in the data active = activation above about 37%; also: values of inactives mirror those of a sister screen read the other way
S1P2 ag: S1P2 receptor agonists, primary screen, cell-based; Sphingosine 1-phosphate receptor 2 (Homo sapiens), O95136; S1P2-expressing cell line, agonist reporter read-out; activation, % at 4.5 µM; hit rate 0.46% among 97,000; in the data active = activation above about 16%;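 also: 0% = vehicle low control and 100% = maximal reference agonist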
CD11b adhes inh: inhibitors of CD11b/CD18 adhesion to fibrinogen, primary screen, K562 cells, luminescence; Integrin beta-2 (Homo sapiens) + Integrin alpha-M (Homo sapiens), P05107+P11215; ATPlite luminescence; Mn2+ added to activate the integrin; inhibition, % at 10 µM; hit rate 0.54% among 93,000;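 active = primary inhibition of 50% or more at 10 µM, then 40% or more on retest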; also: some results filed as inactive read as strong as hits
Target sequence (P05107 whole entry, looked up, other chains not shown): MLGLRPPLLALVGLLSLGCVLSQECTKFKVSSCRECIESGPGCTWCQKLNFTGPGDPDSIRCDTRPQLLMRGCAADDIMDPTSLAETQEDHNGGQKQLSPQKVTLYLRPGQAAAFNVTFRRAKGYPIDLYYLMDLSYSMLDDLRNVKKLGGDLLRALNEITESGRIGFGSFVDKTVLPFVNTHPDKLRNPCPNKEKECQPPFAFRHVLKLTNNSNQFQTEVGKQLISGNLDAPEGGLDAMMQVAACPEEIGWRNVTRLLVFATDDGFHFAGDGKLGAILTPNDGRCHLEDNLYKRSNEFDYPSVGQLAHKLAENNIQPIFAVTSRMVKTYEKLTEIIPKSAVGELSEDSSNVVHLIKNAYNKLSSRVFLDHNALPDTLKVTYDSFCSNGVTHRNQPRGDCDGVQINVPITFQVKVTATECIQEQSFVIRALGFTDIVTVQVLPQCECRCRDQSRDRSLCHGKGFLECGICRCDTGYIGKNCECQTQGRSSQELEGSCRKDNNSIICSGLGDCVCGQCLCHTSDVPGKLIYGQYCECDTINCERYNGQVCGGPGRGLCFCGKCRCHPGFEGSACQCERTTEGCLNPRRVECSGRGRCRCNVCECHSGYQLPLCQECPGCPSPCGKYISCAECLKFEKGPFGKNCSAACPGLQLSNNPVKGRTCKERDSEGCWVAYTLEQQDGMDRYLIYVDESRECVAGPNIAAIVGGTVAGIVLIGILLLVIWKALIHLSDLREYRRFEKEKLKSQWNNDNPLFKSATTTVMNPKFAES
PostGolgi yeast: phenotypic screen on post-Golgi transport, primary screen; post-Golgi transport phenotypic cell assay; inhibition, % at 10 µM; hit rate 0.9% among 98,000; AID 739, 2007;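 also: yeast cells grown in 1536-well plates; yeast grown about 18 h at 30C before absorbance read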
* = called active by the depositor; / = no result given. Rule as the data show it, unless noted: active = inhibition above about 30%; inactive = the rest.

Preview (14 entries):
SMILES | E coli WT exp | S1P2 blocker | PLAP activator | sEH inh | PostGolgi ctrl | sEH activator | S1P2 ag | CD11b adhes inh | PostGolgi yeast
COc1ccc(CCn2c(N)cc(=O)[nH]c2=S)cc1OC | 4 | -7 | 1.1 | 4 | -5 | -6 | 0 | -2 | 11
CN1CCN(S(=O)(=O)c2ccc(NC(=O)C3CCCO3)cc2)CC1 (stereo not drawn) | 8 | 10 | 1.3 | -7 | 5 | 13 | -4 | -15 | 2
CCn1c(SCC(=O)c2cc(C)n(C)c2C)nnc1-c1ccccc1 | -1 | -6 | 1.3 | -2 | 6 | -4 | -4 | -11 | 0
Cc1cc2cc(CNC(=O)c3cccs3)ccc2[nH]1 | 12 | 19 | 1.4 | / | 3 | / | -6 | 39 | -1
COc1ccc(NC(C)=O)cc1NC(=O)CCn1c(=O)sc2ccccc21 | / | -16 | / | -1 | / | 2 | -6 | / | /
COc1cccc(NC(=O)[C@@H]2CCCN2C(=O)C2CCN(S(=O)(=O)c3ccc(C)cc3)CC2)c1 | 0 | 5 | 2* | -5 | -3 | 2 | -6 | 2 | 2
CCn1c(CSc2nc(C)cc(C)n2)nnc1SCC(=O)Nc1nc(-c2ccccc2)cs1 | -2 | 2 | 1.1 | -10 | 1 | 8 | -2 | 42 | -5
Cc1ccc(CN(c2ccc(C(=O)N3CCc4ccccc4C3)cc2)S(C)(=O)=O)cc1 | -28 | -6 | 1.6 | -19 | 9 | 14 | -7 | 4 | 0
O=C(CN1C(=O)c2ccccc2C1=O)OCN1C(=O)c2ccccc2C1=O | / | 5 | / | 2 | / | -1 | -7 | / | /
Cc1nn(-c2ccccc2)c(C)c1C(=O)OCC(=O)NC(=O)NC1CCCCC1 | -2 | 7 | 1.5 | 40 | 19 | -40 | -6 | / | 4
CCOc1ccc(-n2c(Cc3cc(=O)[nH]c(=O)[nH]3)nnc2SCC(N)=O)cc1 | -4 | 23 | 0.8 | -1 | 20 | 2 | -6 | -5 | 26
Cc1ccc2c(c1)N(CCC(=O)NC1CC1)C(=O)C(C)O2 (stereo not drawn) | -3 | 22 | 1.1 | 6 | 5 | -5 | -2 | / | -1
Cc1nn(-c2nc(-c3ccco3)cc(C(F)(F)F)n2)c(C)c1Br | -2 | -4 | 1 | -6 | 4 | 8 | -2 | -17 | -3
Cc1ccc(C)c(/C=N/NC(=S)NCCc2ccccc2)c1 | -7 | -18 | 0.8 | 12 | 6 | -10 | -3 | -35 | 0

The listing, previewed entries included:
SMILES | E coli WT exp | S1P2 blocker | PLAP activator | sEH inh | PostGolgi ctrl | sEH activator | S1P2 ag | CD11b adhes inh | PostGolgi yeast
COc1ccc(CCn2c(N)cc(=O)[nH]c2=S)cc1OC | 4 | -7 | 1.1 | 4 | -5 | -6 | 0 | -2 | 11
CN1CCN(S(=O)(=O)c2ccc(NC(=O)C3CCCO3)cc2)CC1 (stereo not drawn) | 8 | 10 | 1.3 | -7 | 5 | 13 | -4 | -15 | 2
CCn1c(SCC(=O)c2cc(C)n(C)c2C)nnc1-c1ccccc1 | -1 | -6 | 1.3 | -2 | 6 | -4 | -4 | -11 | 0
Cc1cc2cc(CNC(=O)c3cccs3)ccc2[nH]1 | 12 | 19 | 1.4 | / | 3 | / | -6 | 39 | -1
COc1ccc(NC(C)=O)cc1NC(=O)CCn1c(=O)sc2ccccc21 | / | -16 | / | -1 | / | 2 | -6 | / | /
COc1cccc(NC(=O)[C@@H]2CCCN2C(=O)C2CCN(S(=O)(=O)c3ccc(C)cc3)CC2)c1 | 0 | 5 | 2* | -5 | -3 | 2 | -6 | 2 | 2
CCn1c(CSc2nc(C)cc(C)n2)nnc1SCC(=O)Nc1nc(-c2ccccc2)cs1 | -2 | 2 | 1.1 | -10 | 1 | 8 | -2 | 42 | -5
Cc1ccc(CN(c2ccc(C(=O)N3CCc4ccccc4C3)cc2)S(C)(=O)=O)cc1 | -28 | -6 | 1.6 | -19 | 9 | 14 | -7 | 4 | 0
O=C(CN1C(=O)c2ccccc2C1=O)OCN1C(=O)c2ccccc2C1=O | / | 5 | / | 2 | / | -1 | -7 | / | /
Cc1nn(-c2ccccc2)c(C)c1C(=O)OCC(=O)NC(=O)NC1CCCCC1 | -2 | 7 | 1.5 | 40 | 19 | -40 | -6 | / | 4
CCOc1ccc(-n2c(Cc3cc(=O)[nH]c(=O)[nH]3)nnc2SCC(N)=O)cc1 | -4 | 23 | 0.8 | -1 | 20 | 2 | -6 | -5 | 26
Cc1ccc2c(c1)N(CCC(=O)NC1CC1)C(=O)C(C)O2 (stereo not drawn) | -3 | 22 | 1.1 | 6 | 5 | -5 | -2 | / | -1
Cc1nn(-c2nc(-c3ccco3)cc(C(F)(F)F)n2)c(C)c1Br | -2 | -4 | 1 | -6 | 4 | 8 | -2 | -17 | -3
Cc1ccc(C)c(/C=N/NC(=S)NCCc2ccccc2)c1 | -7 | -18 | 0.8 | 12 | 6 | -10 | -3 | -35 | 0
CC1CC(=O)c2cnc(NCc3ccco3)nc2C1 (stereo not drawn) | 7 | 17 | 1 | 0 | 3 | -2 | -5 | -11 | -3
Cn1c(=O)cc(OCC(=O)NCCCN2CCN(c3ccccc3F)CC2)c2ccccc21 | 4 | 41 | 1.5 | 10 | 2 | -9 | -3 | -20 | -3
CCOc1ccc(S(=O)(=O)N(C)c2ccc(OCC(=O)NCc3ccco3)cc2)cc1 | -22 | -8 | 1.3 | 7 | 6 | -8 | -9 | -2 | 16
CCOC(=O)c1ccc(Nc2nc(=O)c3cccnc3s2)cc1 | -11 | -13 | 0.9 | -6 | 14 | 8 | -6 | / | -3
OC(Cn1cccn1)c1ccccc1 (stereo not drawn) | 3 | 8 | 1 | -4 | 4 | 4 | -4 | 12 | 5
Cc1ccc(N2C(=O)c3ccccc3C2=O)cc1Cl | -4 | 21 | 1 | 4 | 3 | -3 | 0 | 5 | 2

Records listed so far that bear a hit mark in PLAP activator.
| Structure | S1P2 blocker | PLAP activator | sEH inh | sEH activator | S1P2 ag | CD11b adhes inh | PostGolgi yeast |
| --- | --- | --- | --- | --- | --- | --- | --- |
| COc1cccc(NC(=O)[C@@H]2CCCN2C(=O)C2CCN(S(=O)(=O)c3ccc(C)cc3)CC2)c1 | 5 | 2* | -5 | 2 | -6 | 2 | 2 |

Later entries
SMILES | E coli WT exp | S1P2 blocker | PLAP activator | sEH inh | PostGolgi ctrl | sEH activator | S1P2 ag | CD11b adhes inh | PostGolgi yeast
COC(=O)NCc1cc2cc(Cl)ccc2[nH]1 | 17 | 4 | / | 13 | 8 | -14 | -9 | / | 0
Cc1cccc(N=C2NN=C(c3ccc4c(c3)OCCO4)CS2)c1 | -11 | 1 | 1.1 | / | -1 | / | -6 | / | -3
COC(=O)CN(c1ccc(OC)cc1)S(=O)(=O)c1ccc(OC)c(OC)c1 | 0 | -2 | 1.4 | -7 | 16 | 7 | -6 | / | -2
CN1/C(=C/C2CC(=O)NC2=O)C(C)(C)c2ccccc21 (stereo not drawn) | -6 | 13 | 1.4 | 8 | 0 | -8 | -3 | -5 | 45*
Cc1cccc(C(=O)N/N=C/c2ccncc2)c1 | -6 | -19 | 1.1 | 4 | -5 | -4 | -11 | / | -2
COc1ccc(N2CCN(c3oc(-c4ccco4)nc3C#N)CC2)cc1 | 8 | 1 | 0.8 | -1 | -3 | -1 | -5 | -6 | 32*
C=CCc1c(C)nc(SCC(N)=O)[nH]c1=O | 5 | -10 | 1 | -6 | -4 | 5 | -2 | -16 | 2
CCOC(=O)c1ccccc1NC(=O)CN(c1ccccc1)S(=O)(=O)N(C)C | -10 | -6 | 0.9 | -2 | 25 | 2 | -2 | 10 | 0
Cn1nc(C(F)(F)F)c(C#N)c1N1CCN(c2cccc(C(F)(F)F)c2)CC1 | -1 | -15 | 0.9 | 18 | 0 | -17 | 1 | 7 | -4
N#Cc1nc(-c2ccco2)oc1NCCN1CCOCC1 | -5 | -1 | 1 | -1 | 7 | -1 | -4 | -1 | 1
O=C(CSC1=NCCS1)N1CCc2ccccc21 | -1 | 1 | 0.8 | -2 | 6 | 3 | -4 | -13 | 6
COc1ccc(C2=NO[C@@H]3C(=O)N(c4c(C)cccc4C)C(=O)[C@H]23)cc1OC | 2 | 6 | 1 | -14 | 3 | 15 | -8 | -17 | -5
CCOC(=O)Cc1csc(NC(=O)c2cc3c(s2)CCCC3)n1 | -5 | 1 | 0.9 | -3 | 9 | 6 | -3 | 14 | -16
Cc1nnc(SCC(=O)Nc2cc(C(F)(F)F)ccc2N2CCOCC2)o1 | 3 | -1 | 0.9 | 0 | 19 | 4 | -5 | -32 | -5
Cc1ccc(C)c(OC(=O)c2ccncc2)c1 | / | -8 | / | 11 | / | -12 | -5 | / | /
CSc1cccc(NC(=O)C2CCCN2S(=O)(=O)c2ccc(Br)s2)c1 (stereo not drawn) | -17 | 0 | 1.1 | 0 | 19 | 3 | -9 | 2 | -3
O=c1c2cnn(-c3ccccc3Cl)c2ncn1Cc1cccnc1 | 0 | 6 | 0.8 | 7 | -4 | -8 | -5 | -24 | 3
CCOC(=O)CC(C(=O)OCC)P(=O)(c1ccccc1)c1ccccc1 (stereo not drawn) | -8 | / | 1.2 | / | 20 | / | / | 7 | -8
CC(C)CC(=O)Nc1cccc(C(=O)Nc2ccccc2C(=O)O)c1 | 4 | 6 | 1.3 | 0 | 4 | -2 | -3 | 0 | 2
CC(NC(=O)COc1ccccc1)C1COc2ccccc2O1 (stereo not drawn) | / | -5 | / | 3 | / | 0 | -4 | / | /
O=C(c1cccc(F)c1)N1CCN(C(=O)c2nn3cccnc3c2Cl)CC1 | 2 | 6 | 1.5 | 26 | 7 | -22 | -2 | -6 | -8
COc1ccc2oc(=N)c(-c3nnc4n3CCCCC4)cc2c1 | 5 | 11 | 1.1 | -1 | 10 | 1 | -6 | -14 | 4
CCOC(=O)CSc1nc2ccccc2n1CC(=O)NC(C)(C)C | -6 | 1 | 1.1 | 12 | 13 | -11 | -2 | 9 | -5
COC(=O)C1(CCSC)NC(c2ccc(O)cc2)C2C(=O)N(c3ccc4c(c3)OCCO4)C(=O)C21 (stereo not drawn) | 6 | -11 | 1.4 | 1 | 3 | -2 | -7 | -2 | 13
CCN1CCCC1CNC(=O)C(NC(=O)C1CCC(C)CC1)C(C)C (stereo not drawn) | 5 | 3 | 1.2 | 5 | -3 | -6 | -4 | 16 | -2
Cc1nc2ccccn2c1/C(O)=C1\C(=O)C(=O)N(CCCN(C)C)C1c1ccc(F)cc1 (stereo not drawn) | / | 17 | / | -8 | / | 8 | -8 | / | /
Cc1nn(CC(=O)N2CCOCC2)c(=O)c2ccccc12 | 6 | 12 | 0.8 | -6 | -4 | 6 | -3 | -7 | -5
O=C(O)CCCNC(=O)c1cncc(Br)c1 | 2 | 1 | 0.9 | 5 | 4 | -5 | -3 | -11 | 1
COc1ccccc1OCc1ccc(C(=O)NCc2cccnc2)o1 | 0 | 9 | 1.1 | -8 | -3 | 6 | -3 | -12 | -11
CC(C)NS(=O)(=O)c1ccc(CCC(=O)NCc2ccc3c(c2)OCO3)cc1 | / | 4 | / | 33 | / | -29 | -7 | / | /
Cc1cccn2c(=O)c3cc(C#N)c(=N)n(Cc4cccnc4)c3nc12 | / | -4 | / | -7 | / | 8 | -5 | / | /
CCCOc1ccc(N2C(=O)CC(N3CCN(c4ccccc4OC)CC3)C2=O)cc1 (stereo not drawn) | -6 | 17 | 1.5 | / | 4 | / | -6 | 4 | 0
CCC(=O)Nc1ccc(-c2nn3c(C)nnc3s2)cc1C | 0 | -2 | 1.2 | 0 | 4 | 2 | -5 | -12 | 1
Cc1cc(Cl)ccc1NC(=O)CSc1nnc(Cc2cccs2)n1Cc1ccco1 | -7 | -1 | 1.1 | -6 | 25 | 1 | -1 | / | 0
O=C(COc1ncnc2ccccc12)N1CCN(C(=O)c2ccco2)CC1 | 9 | / | 1.1 | / | 0 | / | / | -5 | -3
CCN1CCCC1CN=Cc1c(O)n(-c2ccccc2)c(=O)c2ccccc12 (stereo not drawn) | -4 | -4 | 1.2 | 12 | 5 | -12 | -1 | -48 | 1
O=C(Nc1ccccc1C(=O)OCC(=O)N1CCc2ccccc2C1)c1ccco1 | -24 | -3 | 1.2 | -5 | 32* | 5 | -1 | / | 1
